# PvdQ inh: P. aeruginosa PvdQ acylase inhibition. purified PvdQ acylase, fluorescence plate reader. inhibition, % at 10 µM. 0.063% of 340,000 active; in the data active = inhibition above about 30%, passing the limit was not always enough; inconclusive = no clear call, values can overlap the other calls;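 note: 0% = vehicle neutral wells and 100% = reference inhibitor wells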
# HTR5A ag ctr: counter-screen for OPRM1-OPRD1 agonists: human HTR5A agonism; P47898; HTR5A agonist assay, luminescence, cell-based; activation, % at 9.3 µM; 0.61% of 340,000 active; in the data active = activation mostly above about 9.5%, no sharp cut-off; inactive = mostly below about 7.6%;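 note: 0% = cells with vehicle only and 100% = reference agonist; strong numbers were not always called active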
# Target sequence (P47898 whole entry, looked up): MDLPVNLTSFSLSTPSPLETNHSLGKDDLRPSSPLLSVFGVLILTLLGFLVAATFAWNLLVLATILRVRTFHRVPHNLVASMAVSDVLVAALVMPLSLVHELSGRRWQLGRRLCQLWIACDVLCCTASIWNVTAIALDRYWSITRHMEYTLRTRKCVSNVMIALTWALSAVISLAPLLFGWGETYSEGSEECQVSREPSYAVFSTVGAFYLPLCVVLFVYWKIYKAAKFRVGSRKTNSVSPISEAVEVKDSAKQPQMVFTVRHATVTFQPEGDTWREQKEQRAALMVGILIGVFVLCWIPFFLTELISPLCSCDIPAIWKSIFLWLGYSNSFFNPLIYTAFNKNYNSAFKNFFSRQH
# MITF act: activators of MITF-driven TRPM1 promoter activity in SK-MEL-5 cells. SK-MEL-5 TRPM1-promoter luciferase, 24 h; % of positive control, neutral wells = 0. activation, % at 12.5 µM. 0.75% of 300,000 active. AID 588334;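 active = mean activation of at least 80% with every replicate also reaching 80%; inconclusive = mean reaches 80% but some replicate falls short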;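 note: 0% = neutral control wells and 100% = parthenolide positive control wells; values of inactives mirror those of a sister screen read the other way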
# dFosB activator: mouse delta FosB homodimer activation | P13346 | 0.99% of 340,000 active | purified delta FosB, TAMRA-CDK5 oligo fluorescence polarization; percent of positive-control signal above neutral wells | activation, % at 25 µM;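 active = mean activation above about 17%, with every replicate also reaching it, limit read from the data, passing the limit was not always enough; inconclusive = only one of the two conditions met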;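 note: fluorescence polarization rise as delta FosB binds a TAMRA Cdk5 AP-1 oligo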
# CDK5 p35 inh: blocks human CDK5/p35 kinase activity | Q00535+Q15078 | Recombinant CDK5/p35, ADP-Glo luminescence, 60 min | inhibition, % at 10 µM | 0.01% of 330,000 active | AID 488839;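 active = highest replicate inhibition of at least 50% and at least 75% of replicates reaching 50%; inconclusive = only one of the two criteria met; inactive = both criteria failed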;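 note: plate controls were DMSO neutral control for no effect and GW8510 at 10 µM for full effect; many of its hits are not listed in these tables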
# Wnt bcat act: Wnt/beta-catenin pathway activation; activation, % at 9.35 µM; 1.2% of 300,000 active; Wnt/beta-catenin reporter cell assay, activator, plate reader; AID 743398; in the data active = activation above about 30%, passing the limit was not always enough; inconclusive = no clear call, values can overlap the other calls;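 note: 0% = neutral control wells and 100% = positive control wells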
# SR-BI DiI inh: blocks mouse SR-BI lipid uptake from DiI-HDL. Q61009. ldlA[mSR-BI] CHO cells, DiI-HDL uptake fluorescence, 3 h. inhibition, % at 12.5 µM. 0.96% of 320,000 active. AID 488896;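 active = mean replicate inhibition of at least 70% and a set share of replicates each scoring 70 or more; inconclusive = meets just one of the two criteria; inactive = fails both criteria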;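 note: 0% = median of neutral control wells and 100% = median of positive control wells; values of inactives mirror those of a sister screen read the other way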
# Target sequence (Q61009 whole entry, looked up): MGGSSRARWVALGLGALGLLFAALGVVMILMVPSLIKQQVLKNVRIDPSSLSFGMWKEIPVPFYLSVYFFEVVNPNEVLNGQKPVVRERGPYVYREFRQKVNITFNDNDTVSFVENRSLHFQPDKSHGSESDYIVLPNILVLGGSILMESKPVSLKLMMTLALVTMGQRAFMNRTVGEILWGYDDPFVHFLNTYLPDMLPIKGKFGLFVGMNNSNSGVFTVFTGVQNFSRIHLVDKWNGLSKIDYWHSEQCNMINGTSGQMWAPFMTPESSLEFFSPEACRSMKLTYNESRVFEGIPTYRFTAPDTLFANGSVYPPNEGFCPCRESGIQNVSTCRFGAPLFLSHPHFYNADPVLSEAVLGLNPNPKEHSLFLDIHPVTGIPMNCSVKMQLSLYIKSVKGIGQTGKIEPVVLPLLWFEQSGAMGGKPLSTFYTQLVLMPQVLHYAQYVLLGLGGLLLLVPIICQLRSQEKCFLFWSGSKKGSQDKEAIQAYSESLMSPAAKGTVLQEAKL
# RTF Ca sens act: cardiac RTF calcium sensitization. 0.24% of 340,000 active. P19429+P45379. IANBD-labeled TnC RTF fluorescence at EC20 calcium; 0% EC20 calcium, 100% full calcium. activation, % at 7.2 µM. AID 493008;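 active = activation above the mean over all tested compounds plus 3 SD, cut at about 30% in these data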;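 note: rise in fluorescence read as greater calcium sensitivity of cardiac thin filaments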
# SR-BI DiI-HDL act: enhances SR-BI lipid uptake from DiI-HDL; CHO ldlA[mSR-BI] cells, DiI-HDL uptake fluorescence, 3 h; 100 = double the neutral-control signal; activation, % at 12.5 µM; 0.096% of 320,000 active; AID 504775;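 active = mean replicate activation of at least 60% and every replicate at or above 60%; inconclusive = mean or all-replicate condition met, but not both; inactive = mean below 60% and not all replicates reaching 60%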;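 note: 0% = median plate neutral-control signal and 100% = twice that signal; values of inactives mirror those of a sister screen read the other way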
#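 Test system: SR-BI-overexpressing, LDLR-lacking CHO cells; Medium: Ham's F12 with 0.5% BSA, HEPES 25 mM, pH 7.4; Schedule: 3 h, 37 °C; Technique: bottom-read fluorescence, 550/595 nm.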
# Rtt109 HAT inh: inhibitors of Candida albicans Rtt109/Vps75 histone acetyltransferase. Q5AAJ8. purified Rtt109/Vps75, ThioGlo CoA-SH fluorescence, 4 h. inhibition, % at 34.9 µM. 0.16% of 330,000 active;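 active = inhibition of at least 50% in every replicate; inconclusive = best replicate reaches 50% inhibition but some replicates fall short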
# Active calls of the source: *; ? = inconclusive; nt = no result given.
SMILES,PvdQ inh,HTR5A ag ctr,MITF act,dFosB activator,CDK5 p35 inh,Wnt bcat act,SR-BI DiI inh,RTF Ca sens act,SR-BI DiI-HDL act,Rtt109 HAT inh
CC(C(=O)NC1(C#N)CCCCC1)N(C)CC(=O)Nc1ccc(Cl)c(Cl)c1 (stereo unspecified),-7,4,4,-6,-2.2,-6,-6,-3,6,15
Cc1cc(=O)n(-c2ccccc2)n1C,-5,1,3,-2,-0.5,2,45,7,-45,-7
COc1ccc(CN(Cc2ccccn2)S(=O)(=O)c2ccc(-n3cnnn3)c(OC)c2)cc1,-10,1,-5,-9,1.7,0,-1,0,1,0
CCOC(=O)c1c(NC(=O)c2cccc(N3C(=O)CCC3=O)c2)sc2c1CCN(CC)C2,-12,-9,3,-17,0.8,-4,32,-2,nt,8
CCCCn1nc(CC(=O)O)c2ccccc2c1=O,3,8,0,-9,0.2,nt,-6,4,6,6
Cc1nn(C)c(C)c1C(=O)NN,-1,-2,-5,3,0.3,-1,-37,5,37,-8
Cc1cc(C)c2c(=O)[nH]c(SCC(=O)NCCc3ccccc3)nc2n1,4,2,-14,2,2.6,nt,4,5,-4,-1
Cn1c(=O)n(C)c2cc(C(=O)Nc3ccc(Br)cc3)ccc21,16,2,3,2,1.8,6,29,-6,-29,9
Cc1ccc(C(C)C)c(OCC(=O)N2CCOCC2)c1,4,-4,-2,6,0.9,nt,5,-6,-5,7
CCN(CC)S(=O)(=O)c1cccc(NC(=O)C2SC(=Nc3ccc(C)cc3C)C(C(=O)NC(C)COC)=C2N)c1 (stereo unspecified),-6,-5,-11,-8,-0.3,-14,19,9,-19,-10
Cc1ccc(C(=O)Nc2cc3c(cc2Cl)OCCCO3)cc1,-12,3,72,1,2.4,nt,64,-8,-64,-2
O=c1cc(C(F)(F)F)[nH]c(=S)n1-c1ccccc1,-10,-3,3,-2,0.6,3,-11,0,11,0
O=C(NC1CCCC1)C1CCC(CNS(=O)(=O)c2ccc(F)cc2)CC1 (stereo unspecified),-9,-1,-2,4,-0.9,3,-16,4,16,-6
CCC(C(=O)NC1CCCC1)N(Cc1cccs1)C(=O)Cn1nnc(-c2ccc(OC)c(OC)c2)n1 (stereo unspecified),18,2,-7,-3,-0.2,nt,45,5,-45,1
OCCOCCOc1ccc(-c2nn[nH]n2)cc1,1,4,-3,1,0.1,0,-1,2,1,-4
Cc1ccc(N2CC(C(=O)N/N=C/c3sccc3C)CC2=O)cc1 (stereo unspecified),-6,2,2,-8,-1.0,0,8,-4,-8,0
COCCCNC(=O)CSc1ccc(Cl)cc1,2,1,nt,-3,0.7,1,0,-3,0,7
COc1ccc(S(=O)(=O)N2CCOC2CNC(=O)C(=O)NCCN2CCOCC2)cc1OC (stereo unspecified),2,3,9,-4,-0.8,0,-14,0,14,6
COc1cccc(COc2cc3ccccc3nc2C)c1,-6,4,nt,-15,-0.8,2,64,4,-64,-2
CC[N+](CC)(CCO)CCCN1C(=O)C2CC=C(Cl)CC2C1=O (stereo unspecified),-16,-1,1,-6,0.2,nt,7,-4,-7,-15
Cc1c(C)[n+](=O)c(-c2ccc(Br)cc2)c(C)n1[O-],-6,3,1,-6,0.8,1,-1,18,1,2
Cc1ccccc1-c1nnc(SCc2ccccc2F)o1,-15,2,nt,-3,1.0,nt,6,1,-6,-5
CCN(CC)CCn1c(=S)[nH]c2cc(C(=O)NCc3ccc(C)cc3)ccc2c1=O,-6,-5,16,2,0.6,-2,-20,-2,20,0
Cc1cc(C(=O)N2CCCC(C(=O)c3cccc4ccccc34)C2)nc(C)n1 (stereo unspecified),-4,-2,3,1,-0.8,-1,nt,-3,nt,-8
O=C(N/N=C/c1ccoc1)c1ccc(Cl)cc1,-17,0,31,2,1.6,2,3,-1,-3,7
# (next part)
SMILES,PvdQ inh,HTR5A ag ctr,MITF act,dFosB activator,CDK5 p35 inh,Wnt bcat act,SR-BI DiI inh,RTF Ca sens act,SR-BI DiI-HDL act,Rtt109 HAT inh
Cc1ccc(SCC(=O)OCC(=O)NC2CCCCCCC2)cc1,-7,-1,7,-10,-0.7,0,-15,-3,15,-6
CC(C)OP(=O)(OC(C)C)C(Nc1ccccn1)c1ccc(F)cc1 (stereo unspecified),-5,-3,-1,1,0.7,nt,-24,-6,24,3
CCOC(=O)C1=C(COC(=O)/C=C/c2ccc(C)o2)NC(=O)NC1C (stereo unspecified),-3,-2,-2,-19,0.3,0,33,9,-33,5
Cc1ccc(OCc2nc(-c3ccc(Cl)cc3)n[nH]2)cc1,-4,4,15,-9,0.8,3,-1,3,1,-5
CCCN1CCC(CCOc2ccccc2)(C(=O)OCC)CC1,-10,-3,-4,-11,-1.8,-2,-9,2,9,5
CCCS(=O)(=O)c1nc(S(=O)(=O)c2ccc(C)cc2)c(N2CCN(C)CC2)s1,-11,2,-11,-3,1.2,-2,-32,3,32,0
COc1ccc(Cn2nnnc2C(C(C)C)N2CCN(c3ccccc3OC)CC2)cc1 (stereo unspecified),-8,4,-1,-13,-2.4,1,61,3,-61,10
O=C(CCS(=O)(=O)c1ccc(Br)cc1)N1CCN(Cc2ccccc2)CC1,-4,-1,8,-14,2.0,-1,nt,-3,nt,2
O=C(NCC1CCN(Cc2ccccc2F)CC1)Nc1cc(F)ccc1F,-15,1,-4,-10,-0.4,-1,-2,3,2,-10
O=C1NC[C@H](CC2CCCCC2)N(CCc2cccc(F)c2)C1=O,6,0,7,6,-0.3,-2,-17,-3,17,-5
CC(=O)c1ccc(N2CCN(c3ccccc3O)CC2)c([N+](=O)[O-])c1,0,1,6,-10,-1.6,-1,0,4,0,20
O=c1c2ccccc2nc2n1CCS2(=O)=O,3,nt,nt,3,-1.2,17,-9,nt,9,-4
CCC(=O)Nc1nnc(S(=O)(=O)N2CCCc3ccccc32)s1,-6,1,-2,-4,-1.0,-3,-4,11,4,4
Cc1ccc(-c2n[nH]c(=O)c3ccccc23)cc1S(=O)(=O)Nc1ccc(F)cc1,-20,4,1,?,-0.8,15,3,0,-3,-2
CCN(CC(=O)NCc1ccc(Cl)cc1)C(=O)COc1cccc(Cl)c1,-8,0,4,-14,0.1,-2,15,-2,-15,-7
O=C(CCN1C(=O)S/C(=C\C=C\c2ccccc2)C1=O)Nc1ccc(O)cc1,-10,-2,35,3,nt,21,40,-4,-40,-8
CCOC(=O)/C=C1\SCC(=O)N1CC(=O)Nc1ccc2c(c1)CCC2,0,9,-9,-9,0.9,43*,7,-4,-7,0
Cc1cccc(NC2=C/C(=N/S(=O)(=O)c3cccs3)c3ccccc3C2=O)c1,12,2,-100,0,0.8,10,38,-6,-38,-1
CON(C)S(=O)(=O)c1cccc(C(=O)Oc2ccc(N(C)S(=O)(=O)c3ccccc3)cc2)c1,-9,1,14,-4,-1.3,-1,23,-3,-23,0
COc1cc(NC(=O)c2ccco2)ccc1NC(=O)C(C)C,-12,-2,14,0,-1.0,nt,10,0,-10,6
CSc1ncccc1C(=O)OCC(=O)N(CC(C)C)c1c(N)n(Cc2ccccc2)c(=O)[nH]c1=O,-10,0,2,-2,-1.2,-1,4,5,-4,6
CC(C)Oc1ccc(C(=O)Nc2ccc([N+](=O)[O-])cc2)cc1,-5,4,38,7,-1.5,-1,nt,-2,nt,-14
CCN(C(=O)c1cn(C)c(=O)c2cc(OC)c(OC)cc12)c1ccccc1C,-12,2,9,-5,1.0,-4,-6,0,6,-2
COc1ccc(NC(=O)CCNC(=O)Cn2cnc3sc4c(c3c2=O)CCCC4)cc1OC,-15,0,3,-9,1.2,-3,14,-8,-14,2
Cc1ccc(NC(=O)c2sc3ncn(CC(=O)N4CCN(c5ccccn5)CC4)c(=O)c3c2C)cc1F,-8,10,0,10,1.5,2,68,4,-68,-19
# (continued)
SMILES,PvdQ inh,HTR5A ag ctr,MITF act,dFosB activator,CDK5 p35 inh,Wnt bcat act,SR-BI DiI inh,RTF Ca sens act,SR-BI DiI-HDL act,Rtt109 HAT inh
CCNC(=S)NC1CC2CCCC(C1)N2CCc1ccccc1 (stereo unspecified),-8,-2,nt,2,0.7,-3,-14,-2,14,-1
CC(=O)N1CCN(CC(=O)Nc2cc(S(=O)(=O)N3CCCCC3)ccc2C)CC1,-9,-2,1,-6,-1.0,1,-19,0,19,-7
Cc1sc(NC(=O)CSc2nnnn2C)c(C#N)c1C,-13,3,-3,-9,-6.1,-1,-6,9,6,0
CC(=O)Nc1cccc(OCC(O)Cn2cnc3ccccc32)c1 (stereo unspecified),-7,-7,-2,8,-1.0,-1,-21,-2,21,0
COc1ccc(/C=C2\C(=O)N(c3c(Cl)cc(Cl)cc3Cl)N=C2NC(=O)c2cccc([N+](=O)[O-])c2)cc1,-12,-1,-21,-2,0.5,nt,-7,-7,7,-8
COc1ccc(CCN2C(=O)C(Oc3ccccc3C)C2c2ccc3c(c2)OCO3)cc1OC (stereo unspecified),-8,3,-12,-4,-2.2,nt,-8,1,8,2
CCc1nn(C(CC)C(=O)NCc2cccs2)c(=O)c2cc3occc3n12 (stereo unspecified),-4,1,-10,-3,1.0,-1,-18,1,18,-4
Cc1cc(C)c(S(=O)(=O)N2CCOC2CNC(=O)C(=O)NCc2ccncc2)c(C)c1 (stereo unspecified),-14,4,-3,0,2.9,1,-38,-5,38,-8
Cc1ccc(NC(=O)c2ccc(CNc3c(N4CCOCC4)c(=O)c3=O)cc2)cc1,-6,5,9,1,1.3,-3,-13,-2,13,4
CCOC(=O)C1CCCN(C(=O)c2ccc(CNc3c(N4CCC(C)CC4)c(=O)c3=O)cc2)C1 (stereo unspecified),-9,-3,nt,1,-1.4,-3,-7,-5,6,-5
COc1cc(N)c2ncccc2c1Br,4,1,-10,-8,3.4,-4,-9,-5,9,nt
CCOC(=O)c1cc2c(=O)n3ccccc3nc2n(CCOC)c1=NC(=O)c1ccncc1,-9,-1,nt,3,1.4,nt,13,7,-13,-28
CN1CCN(c2nc(-c3ccccc3)ncc2S(C)(=O)=O)CC1,-4,2,-7,-2,0.1,0,-21,0,21,-6
COc1ccc(CCNC(=O)c2cc(-c3cccs3)on2)cc1OC,-14,3,-39,-4,-4.6,10,21,0,-21,0
O=C(COC(=O)c1ccccc1F)Nc1cccnc1Cl,-13,-1,3,-3,-0.2,0,-13,5,13,2
CCn1c(C)nc2cc(S(=O)(=O)C(F)F)ccc21,3,-2,8,-4,2.5,nt,-23,0,23,-4
COC(=O)c1ccccc1OCCCN(C)C,3,-3,-4,2,-1.6,-3,3,7,-3,5
CCc1ccc(NC(=O)c2noc3c2CCc2ccccc2-3)cc1,-1,9,nt,-10,-0.4,33*,-12,2,12,-9
O=C(Cn1cnc2ccccc21)N/N=C/c1ccccc1[N+](=O)[O-],-13,nt,-10,-2,0.6,nt,11,4,-11,-6
O=C(CNC(=O)c1ccccc1F)NC1CCN(Cc2ccccc2)CC1,6,3,0,0,0.1,-3,nt,-2,nt,3

# Screens (PubChem BioAssay)
